Autofluor 339: intrinsic fluorescence of library compounds, ex339/em460 – biochemical, MLSMR library, data from DPM-DC assay, artefact control, profiling panel; compound autofluorescence, ex339/em460 nm, NADH buffer; active compounds read high; 1 = no-compound wells, NADH background; fluorescence fold increase at 10 µM; hit rate 5.5% among 65,000;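 active = at 10 µM, mean starting fluorescence two-fold or more over control wells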;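 note: signal is the first read of a kinetic run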
ROCK2 blocker: inhibitors of human ROCK2 kinase, primary screen, biochemical, high-throughput, luminescence; purified ROCK2, Kinase-Glo ATP depletion luminescence; inhibition, % at 6 µM; hit rate 0.35% among 60,000;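 active = inhibition above the screen-wide mean inhibition plus 3 SD, cut at about 18% in these data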;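 note: plate controls were DMSO wells for no effect and Y-27632 control wells after no-enzyme background subtraction for full effect; many of its hits are not listed in these tables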
Ecoli tolC: growth inhibitors of E. coli tolC mutant, primary screen, strain BW25113 ΔtolC::kan, 384-well. OD615. growth inhibition, % at 10 µM (by protocol). hit rate 2.2% among 65,000. AID 573, 2007;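 active = growth inhibition at or above a cutoff equal to the mean over every tested compound plus 3 SD, cut at about 60% in these data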;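 note: growth measured after 20 h incubation at 37 °C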
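Doses: one dose of 10 µM final / Material: E. coli BW25113 ΔtolC::kan, tolC deletion mutant strain / Buffer or medium: LB with kanamycin 50 µg/mL / Evaluation: percent growth inhibition / Detection: optical density read at 615 nm / Incubation: 37 °C, 20 h exposure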
MMP13 inh: human MMP13 inhibitors, primary screen, biochemical, FRET peptide cleavage; Collagenase 3 (Homo sapiens), P45452; MMP-13 fTHP FRET cleavage, Mca fluorescence; inhibition, % at 4 µM; hit rate 0.07% among 65,000; AID 570, 2006;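 active = inhibition above the mean of compound-free control plate wells plus 3 SD, cut at about 14% in these data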;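 note: 0% = DMSO wells and 100% = wells with reference MMP-13 inhibitor after basal subtraction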
JNK3 inh: JNK3 kinase activity inhibitors, primary screen, biochemical, human, purified enzyme; HTS; inhibition, % at 8 µM; hit rate 0.61% among 60,000; in the data active = inhibition above about 17%;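 note: 0% = DMSO and 100% = reference inhibitor; many of its hits are not listed in these tables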
Target sequence (P53779 whole entry, looked up): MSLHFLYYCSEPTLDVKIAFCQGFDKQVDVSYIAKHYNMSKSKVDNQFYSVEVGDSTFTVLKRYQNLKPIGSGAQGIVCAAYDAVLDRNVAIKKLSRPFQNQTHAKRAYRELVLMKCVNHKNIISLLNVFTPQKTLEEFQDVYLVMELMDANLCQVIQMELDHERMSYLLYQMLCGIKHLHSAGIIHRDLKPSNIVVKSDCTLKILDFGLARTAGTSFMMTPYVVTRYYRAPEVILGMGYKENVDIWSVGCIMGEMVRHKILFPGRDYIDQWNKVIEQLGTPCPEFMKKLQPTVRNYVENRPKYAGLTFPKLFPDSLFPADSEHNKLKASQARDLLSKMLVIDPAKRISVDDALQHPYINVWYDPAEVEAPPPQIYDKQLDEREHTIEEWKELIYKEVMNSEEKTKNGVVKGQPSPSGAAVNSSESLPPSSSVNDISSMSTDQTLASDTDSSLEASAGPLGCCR
PKA kinase inh: inhibitors of human PKA kinase activity, primary screen, biochemical, ATP-depletion luminescence, Kemptide substrate; PKA Kemptide phosphorylation, Kinase-Glo ATP luminescence; inhibition, % at 6 µM; hit rate 0.1% among 65,000; cAMP-dependent protein kinase catalytic subunit alpha (Homo sapiens), P17612;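 active = inhibition above the screen-wide mean inhibition plus 3 SD, cut at about 21% in these data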; note: many of its hits are not listed in these tables
Abs 340nm: compound light absorbance at 340 nm, profiling panel, artefact control, biochemical, MLSMR library, data from PS, PMK, MK assays. compound absorbance at 340 nm, fold over control. fold change at 10 µM. 65,000 tested, under 10 active. AID 708, 2007;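 active = at 10 µM dose, initial 340 nm absorbance at least 2 fold that of control wells; inactive = change under 2 fold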;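 note: initial absorbance extrapolated from kinetic A340 decline of NADH oxidation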
HEK293 NFkB inh: inhibitors of PMA/ionomycin-induced NF-kB reporter, primary screen, antigen receptor NF-kB inhibitor project, cell-based, HEK-293 luciferase reporter, luminescence; inhibition, % at 3 µM; AID 465, 2006; hit rate 0.21% among 62,000; HEK-293 NF-kB luciferase reporter;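 active = inhibition above the mean of all tested compounds plus 3 SD, cut at about 40% in these data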;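 note: 0% = stimulated DMSO wells and 100% = 10 µM reference inhibitor 5653914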
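System: NF-kB luciferase reporter HEK-293 cells | Replication: Single test | Control set: DMSO vs reference inhibitor | Evaluation: % inhibition | Schedule: 1 h pretreatment, 16 h stimulation, 37 °C | Probe or stimulus: PMA with ionomycin | Compound dosing: One dose, 3 µM | Detection: Luciferase luminescence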
NADH coupling: inhibitors of PK/LDH coupling enzymes, profiling panel, artefact control, biochemical, MLSMR library | coupled PK/LDH NADH assays, four targets | IC50, µM (doses to about 10 µM), for the others: at the top dose inhibition | hit rate 0.02% among 65,000 | AID 774, 2007;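 active = single-dose screening hits from any of four coupled enzyme assays that gave an IC50 when retested across doses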;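 note: the DPM-DC format reads NADH fluorescence rather than 340 nm absorbance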
Numbers without * were called inactive; / = not tested or not shown; [ ] = remark or other dose.

1: CC(=O)N1CCc2[nH]c3ccccc3c2C1
2: O=C(c1oc2ccccc2c1N1CCCCC1)N1CCCCC1
3: CN(C(=O)c1cnc2n(c1=O)CCS2)C1CCCCC1
4: CCCC(=O)Nc1ccccc1NC(=O)CN(C)S(=O)(=O)c1ccccc1
5: CCOc1ccc(Cn2nnc(C(=O)Nc3cc(OC)cc(OC)c3)c2N)cc1
6: COc1ccc(OC)c(NC(=O)CSCC(=O)O)c1
7: Cc1ccc(C(=O)N(CN2CCCC2=O)c2ccc(F)cc2)cc1
8: COc1ccc(C)cc1S(=O)(=O)Nc1ccccc1C
9: O=C(Nc1cccc(Cl)c1)c1cnn2cccnc12
10: COc1ccc(OCCOC(=O)c2cccs2)cc1
entry no.	1	2	3	4	5	6	7	8	9	10
NADH coupling	8%	5%	1%	4%	3%	4%	4%	0%	7%	0%
HEK293 NFkB inh	10	18	14	23	15	2	9	15	-12	16
Abs 340nm	1	1.1	1	1	1	1	1	1.1	1.1	1
MMP13 inh	-4	1	0	2	-2	2	-12	-6	5	-1
ROCK2 blocker	-2	-3	2	7	0	5	-1	4	0	5
Ecoli tolC	-9	33	-2	5	-10	-35	-13	7	8	8
Autofluor 339	1.1	1.1	1.1	1.1	1	1.1	1.2	1.1	1.1	1
PKA kinase inh	0	-4	10	0	2	9	2	4	3	8
JNK3 inh	-7	-1	-2	1	-7	3	0	-5	5	1

11: CCOC(=O)C(NC(=O)CCC(=O)Nc1ccc(S(N)(=O)=O)cc1)C(O)c1ccccc1 (stereo unspecified)
12: Cc1ccc(C2/C(=C(\O)c3c(C)nc4ccccn34)C(=O)C(=O)N2CCCN(C)C)o1 (stereo unspecified)
13: O=S(=O)(c1cccs1)N1CCN(CC(O)COc2cc(Cl)ccc2Cl)CC1 (stereo unspecified)
14: COc1ccc(NC(=O)c2oc3ccccc3c2NC(=O)c2ccco2)cc1
15: CCN(CC(=O)NC(C)C)C(=O)c1ccc(S(=O)(=O)N(C)c2ccccc2OC)cc1
16: N/C(CCN1CCOCC1)=N/O
17: COC(=O)c1c(C)cc(C)n2c1nc1ccccc12
18: Nc1ccc(-n2nncc2-c2ccco2)cc1
19: Cc1c(NC(=O)c2cc(-c3ccco3)on2)c(=O)n(-c2ccccc2)n1C
20: COc1cc(C(=O)OCC(=O)Nc2c(F)c(F)c(F)c(F)c2F)cc(OC)c1OC
entry no.	11	12	13	14	15	16	17	18	19	20
NADH coupling	3%	2%	3%	1%	3%	36%	16%[fluoresces]	3%	1%	2%
HEK293 NFkB inh	7	14	15	17	12	/	20	4	2	14
Abs 340nm	1	1.1	1	1	1	1.1	1	1	1	0.99
MMP13 inh	-2	-1	3	-9	3	1	-41	-3	-2	-4
ROCK2 blocker	7	3	0	4	2	0	4	6	2	1
Ecoli tolC	-9	-9	27	40	2	4	-4	-5	18	19
Autofluor 339	1.1	1.1	1.1	1.2	1	1.1	3.5*	1.1	1.1	1.1
PKA kinase inh	9	10	-2	6	0	-4	6	6	2	6
JNK3 inh	-2	6	7	0	6	15	-2	7	-3	7

21: O=C(NCc1ccc2c(c1)OCO2)C1CCN(S(=O)(=O)c2cccs2)CC1
22: CCOc1cccc2cc(C(=O)N3CCN(C/C=C/c4ccccc4)CC3)c(=O)oc12
23: COc1cc(C(=S)N2CCCCC2)ccc1OCC(=O)N1CCCC1
24: c1ccc(C(Cc2nc(-c3cccnc3)no2)c2ccccc2)cc1
25: Cc1ccc(C(c2nnnn2CC2CCCO2)N2CCN(c3cccc(C)c3C)CC2)cc1 (stereo unspecified)
26: CCN(C(=O)CSc1nnc(-c2ccccc2Cl)n1C1CCCC1)C1CCS(=O)(=O)C1 (stereo unspecified)
27: CCCN(CCC)CCCNC(=O)c1cn(CCOC)c(=O)c2c1c1ccccc1n2C
28: O=[n+]1c2c(n([O-])c3cc(F)c(N4CCCC4)cc31)CCC2
29: Cc1cc(NC(=O)Cc2cccs2)no1
30: Cn1c(=O)c2c(nc(NCc3ccco3)n2C)n(C)c1=O
entry no.	21	22	23	24	25	26	27	28	29	30
NADH coupling	2%	3%	2%	3%	4%	8%	15%	4%	2%	1%
HEK293 NFkB inh	27	18	15	4	17	18	4	-6	10	10
Abs 340nm	1	1	0.99	1	0.98	1	1.1	1	1	1
MMP13 inh	3	2	-3	-1	1	-3	-68[fluorescence artefact?]	8	3	3
ROCK2 blocker	4	14	5	7	1	2	0	-2	-4	6
Ecoli tolC	-2	11	4	0	8	-4	-32	-1	-11	5
Autofluor 339	1.1	1.1	1.1	1.1	1.1	1	3.5*	1	1.1	1.1
PKA kinase inh	4	8	8	10	2	3	-1	-1	1	9
JNK3 inh	2	6	8	-1	-3	-5	3	-11	-4	-1

31: O=C(Nc1ccc2c(c1)OCCO2)c1cc(-n2cnnc2)ccc1Cl
32: Cc1ccc(C)c(C(=O)c2c(C)nc3sccn23)c1
33: CCc1nc(C)ccc1OCC(=O)NCCCN(C)C
34: O=c1c2cn[nH]c2nc(SCc2ccc3c(c2)OCCO3)n1-c1ccccc1
35: CS(=O)(=O)c1ccc(N2CCOCC2)c(S(C)(=O)=O)c1
36: O=c1oc2ccccc2c2c1ncn2CCN1CCOCC1
37: COC(=O)c1ccc(NCC(=O)c2ccccc2)cc1
38: COc1ccc(S(=O)(=O)N2CCN(c3cc(-c4ccccc4)nc4ncnn34)CC2)cc1
39: CC(C)CCNC(=O)NC(=O)COc1ncnc2sccc12
40: Cc1c(C#N)c2ccccc2n1CC(=O)NCCc1c[nH]c2ccccc12
entry no.	31	32	33	34	35	36	37	38	39	40
NADH coupling	7%	5%	7%	5%	5%	3%	2%	5%	5%	3%
HEK293 NFkB inh	1	10	14	8	17	5	-6	15	13	5
Abs 340nm	1	1	1.1	0.97	1	1.1	1	1	1	1
MMP13 inh	5	2	2	3	6	0	3	2	-1	-8
ROCK2 blocker	1	6	5	/	0	2	/	7	3	2
Ecoli tolC	-8	16	-31	20	-3	-12	-3	23	-8	6
Autofluor 339	1.1	1.1	1.1	1	1.1	1.1	1.1	1.4	1.1	1.1
PKA kinase inh	0	4	-6	9	8	-1	-6	10	1	9
JNK3 inh	-2	-3	-1	/	-3	3	/	0	-2	-13

41: Cc1ccc(SCc2[nH]nc3c2C(c2cccnc2)C(C#N)=C(N)O3)cc1 (stereo unspecified)
42: COc1ccccc1NC(=O)c1ccc(COc2ccccc2OC)o1
43: CCN(CC)C(=O)CSc1ncnc2c1cnn2Cc1ccccc1
44: O=S(=O)(NCc1ccccn1)c1ccc(F)cc1
45: O=c1[nH]c2ccccc2nc1NCCN1CCOCC1
46: Cc1cc(N(C)C)c(C#N)c(N2CCOCC2)n1
47: O=S(=O)(Nc1ccc2c(c1)oc1ccccc12)N1CCCC1
48: COc1ccc(-c2nnc(SCC(=O)c3ccco3)n2-c2ccccc2)cc1
49: COc1ccc(NC(=O)CN2CCN(CC(=O)Nc3ccc4c(c3)OCO4)CC2)cc1
entry no.	41	42	43	44	45	46	47	48	49
NADH coupling	7%	2%	6%	2%	4%	5%	4%	10%	3%
HEK293 NFkB inh	21	7	7	22	17	-6	4	16	5
Abs 340nm	1	0.99	1.1	1	1	1	1	1	1
MMP13 inh	0	5	4	-10	-11	5	-8	-6	3
ROCK2 blocker	0	2	-2	1	-1	5	-2	2	4
Ecoli tolC	-1	0	8	-18	-17	-6	4	-5	-5
Autofluor 339	1.1	1	1.1	1.1	1.3	1.1	1.2	1	1.1
PKA kinase inh	7	6	-13	-1	-1	0	-1	8	11
JNK3 inh	-6	-4	-5	4	-5	4	-3	6	2

7 entries from above, as a markdown table:
| cpd | SMILES | NADH coupling | HEK293 NFkB inh | Abs 340nm | MMP13 inh | ROCK2 blocker | Ecoli tolC | Autofluor 339 | PKA kinase inh | JNK3 inh |
| --- | --- | --- | --- | --- | --- | --- | --- | --- | --- | --- |
| 41 | Cc1ccc(SCc2[nH]nc3c2C(c2cccnc2)C(C#N)=C(N)O3)cc1 (stereo unspecified) | 7% | 21 | 1 | 0 | 0 | -1 | 1.1 | 7 | -6 |
| 42 | COc1ccccc1NC(=O)c1ccc(COc2ccccc2OC)o1 | 2% | 7 | 0.99 | 5 | 2 | 0 | 1 | 6 | -4 |
| 43 | CCN(CC)C(=O)CSc1ncnc2c1cnn2Cc1ccccc1 | 6% | 7 | 1.1 | 4 | -2 | 8 | 1.1 | -13 | -5 |
| 44 | O=S(=O)(NCc1ccccn1)c1ccc(F)cc1 | 2% | 22 | 1 | -10 | 1 | -18 | 1.1 | -1 | 4 |
| 45 | O=c1[nH]c2ccccc2nc1NCCN1CCOCC1 | 4% | 17 | 1 | -11 | -1 | -17 | 1.3 | -1 | -5 |
| 46 | Cc1cc(N(C)C)c(C#N)c(N2CCOCC2)n1 | 5% | -6 | 1 | 5 | 5 | -6 | 1.1 | 0 | 4 |
| 47 | O=S(=O)(Nc1ccc2c(c1)oc1ccccc12)N1CCCC1 | 4% | 4 | 1 | -8 | -2 | 4 | 1.2 | -1 | -3 |

High-throughput results deposited in PubChem BioAssay by several laboratories.

Only part of the results is shown (hit frequency here may not be typical).
